TRHR ag: agonists of human TRH receptor; TRHR cells, calcium flux fluo-8, FDSS agonist mode; activation, % at 2 µM; 360,000 tested, 0.18% active; AID 493084; in the data active = activation above about 30%; note: 0% is about no effect
Target sequence (P34981 whole entry, looked up): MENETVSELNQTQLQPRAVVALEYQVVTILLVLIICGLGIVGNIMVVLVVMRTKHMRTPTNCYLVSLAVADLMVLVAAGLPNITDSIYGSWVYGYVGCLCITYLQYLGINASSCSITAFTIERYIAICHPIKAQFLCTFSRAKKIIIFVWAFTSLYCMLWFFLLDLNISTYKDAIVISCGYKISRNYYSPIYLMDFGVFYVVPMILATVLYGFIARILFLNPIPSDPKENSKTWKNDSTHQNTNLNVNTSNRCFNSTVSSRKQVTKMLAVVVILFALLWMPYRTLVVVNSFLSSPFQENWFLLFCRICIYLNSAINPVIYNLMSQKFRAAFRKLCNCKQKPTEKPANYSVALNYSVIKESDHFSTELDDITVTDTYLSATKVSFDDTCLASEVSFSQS
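Steps: seed TRHR cells overnight; add fluo-8 no-wash Ca dye, RT 30 min–1.5 h; record 10 s baseline; pin-transfer compounds; monitor fluorescence 1 cycle/s for the agonist window. Calcium increases flag candidate agonists.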
RXFP1 antag: blocks the human relaxin receptor RXFP1 | HEK293-RXFP1, relaxin-stimulated cAMP HTRF, 30 min; active compounds read low | Q9HBX9 | 350,000 tested, 0.59% active | activity change, negative = inhibition, % at 57.5 µM;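 active = activity change of -60% or lower, but not beyond a set lower limit; inconclusive = change between -60% and -40%, or beyond the set limit; inactive = change above -40%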; note: % is set by controls: 0 for no effect and ±100 for the full control effect
D1 ag: human D1 receptor agonism; P21728; HEK293 T-REx D1 cells, calcium flux, agonist mode; activation, % at 2 µM; 360,000 tested, 1% active; AID 504660; in the data active = activation above about 30%; note: 0% is about no effect
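Agonism was scored from calcium flux recorded over 180 s (1 read/s) after pintool compound addition, following a 10-cycle baseline. Cells were inducible force-coupled HEK293 TREx D1, plated overnight at 30 C and loaded with no-wash calcium dye.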
Anesthetic bind: binds horse apoferritin like a general anesthetic; P02791; apoferritin/1-aminoanthracene competitive binding, fluorescence; Potency, µM (titrated, usually from 77.5 µM), for inactives: top-dose activity change, negative = displacement, hits mostly inhibitors; 350,000 tested, 0.074% active; note: potency is the fitted concentration of half-maximal effect; % is set by controls: 0 for no effect and ±100 for the full control effect; nearly all actives have a fitted effect of over 20% in size
Target sequence (P02791 2-175 limits assumed): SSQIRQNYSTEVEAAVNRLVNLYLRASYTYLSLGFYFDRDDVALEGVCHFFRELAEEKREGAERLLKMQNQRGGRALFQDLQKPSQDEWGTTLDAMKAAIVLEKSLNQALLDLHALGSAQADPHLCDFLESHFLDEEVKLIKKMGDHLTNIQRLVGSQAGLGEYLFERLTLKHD
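In PBS, apoferritin at 10 uM is loaded with 1-AMA from a 50% saturated solution. After 10 min of compound exposure at ambient temperature, reduced 535 nm fluorescence indicates probe displacement.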
D1 antag: antagonists of human D1 dopamine receptor | P21728 | HEK293 TREx D1 cells, calcium flux, dopamine EC80; active compounds read low | activity change, negative = inhibition, % at 10 µM | 360,000 tested, 3.2% active | AID 504652; in the data active = activity change below about -30%; note: % is set by controls: 0 for no effect and ±100 for the full control effect
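Using tetracycline-induced force-coupled D1 Hek293 cells and a calcium dye, signals were followed for 180 s after compound, then for 180 s after EC80 dopamine, to detect inhibitors.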
RXFP1 ag: agonists of human relaxin receptor RXFP1; 370,000 tested, 0.3% active; Potency, µM (top dose mostly 57.5 µM), without a hit: at the highest dose activation, actives largely listed as activators; HEK293T-RXFP1 cAMP TR-FRET, 30 min; response scale: percent of porcine relaxin response, buffer zero; Q9HBX9; note: potency is the fitted concentration of half-maximal effect; % is set by controls: 0 for no effect and ±100 for the full control effect; nearly all actives have a fitted effect of over 60% in size; many of its hits are not listed in these tables
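cAMP rise read by TR-FRET after 30 min, 37C compound exposure (up to 58 uM) in RXFP1-transfected HEK293 cells with Ro 20174 present. EC50 from Hill-equation fits, with 29 nM porcine relaxin as 100% and buffer as basal.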
D1 potentiator: enhances dopamine response at the human D1 receptor; AID 504651; 360,000 tested, 0.036% active; HEK293 TREx D1 cells, calcium flux, dopamine EC20 potentiation; potentiation, % at 10 µM; P21728; in the data active = potentiation above about 30%; note: 0% is about no effect
TRHR PAM: TRH receptor (human) allosteric enhancement; TRHR cells, fluo-8 calcium fluorescence, EC20 TRH enhancement; enhancement, % at 2 µM; 360,000 tested, 0.66% active; in the data active = enhancement above about 30%; note: 0% is about no effect
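Enhancer read-out: after compound pinning and an initial kinetic agonist-mode read, an EC20 of TRH (10 nM final) was injected and fluo-8 calcium signal (Ex 480/Em 530) followed at 1 s/cycle for 100 cycles in TRHR-expressing cells.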
D2 potentiator: D2 dopamine receptor (human) potentiation; HEK293 T-REx D2, calcium flux, EC20 dopamine potentiation; potentiation, % at 10 µM; 340,000 tested, 0.34% active; AID 485347;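 active = potentiation over 3 SD above the plate norm, cut at about 30% in these data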; note: 0% is about no effect
Target sequence (P14416 whole entry, looked up): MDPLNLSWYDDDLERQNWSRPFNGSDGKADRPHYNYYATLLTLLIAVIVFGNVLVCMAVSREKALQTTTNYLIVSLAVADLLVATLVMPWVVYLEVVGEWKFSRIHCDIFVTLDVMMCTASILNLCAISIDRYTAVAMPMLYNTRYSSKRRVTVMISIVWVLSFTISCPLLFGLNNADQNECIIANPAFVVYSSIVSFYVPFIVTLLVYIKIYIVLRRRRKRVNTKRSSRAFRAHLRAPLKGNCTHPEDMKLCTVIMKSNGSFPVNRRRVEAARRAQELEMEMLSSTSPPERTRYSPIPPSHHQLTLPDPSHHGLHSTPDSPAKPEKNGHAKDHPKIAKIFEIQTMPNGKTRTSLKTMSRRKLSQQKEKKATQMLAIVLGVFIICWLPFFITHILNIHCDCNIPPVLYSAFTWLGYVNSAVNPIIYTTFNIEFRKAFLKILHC
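Calcium flux readout, no-wash dye, 1 read/s. Inducible HEK293 Trex D2 line, overnight 30 C. Compound alone 180 s (agonist flags), then EC20 dopamine, another 180 s to score potentiation.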
* = called active by the depositor; ? = inconclusive; . = not tested or not shown; [ ] = remark or other dose. Unless noted, calls come from the whole dose curve; as a rule, active = well fitted curve in the direction sought with a large enough effect; inconclusive = small, poorly fitted or top-dose-only effect, or another doubt; inactive = no such curve, though single readings can be large; an effect the other way counts as inactive or inconclusive.

SMILES	TRHR ag	RXFP1 antag	D1 ag	Anesthetic bind	D1 antag	RXFP1 ag	D1 potentiator	TRHR PAM	D2 potentiator
CCC(C)NC(=O)Cn1nc(Cc2ccncc2)c2ccccc2c1=O (centres undefined)	1.3	-7	0	11%	5	1.5%	1	9	13
Cc1ccccc1-n1ncc(C(C)NS(=O)(=O)c2sccc2C)c1C (centres undefined)	0.0	-12	8	-10%	-8	-1.6%	3	-1	-2
CCN(CC)S(=O)(=O)c1cccc(NC(=O)CNc2cccc(S(=O)(=O)N3CCOCC3)c2)c1	0.2	-8	2	.	-13	-0.3%	-4	4	-4
COc1ccc2nc(NC(=O)CSc3nnc4n3C(C)(C)Cc3ccccc3-4)sc2c1	0.7	-10	2	-9%	-20	2.7%	-4	-2	-8
Cc1ccc(S(=O)(=O)N2CCC(C(=O)OC(C)C(=O)NC3CCCCC3C)CC2)cc1C (centres undefined)	0.6	0	4	.	-13	-3.8%	.	-10	0
O=C(N/N=C/c1cn[nH]c1-c1ccc(F)cc1)c1ccncc1	-0.2	-1	1	-3%	-19	-0.2%	0	0	0
CCSc1nc2ccccc2n1C(=O)Oc1ccccc1	0.2	-3	1	-1%	-4	-0.9%	-3	-3	.
O=C(/C=C/c1ccco1)N/C(=C\c1ccccc1)C(=O)NCCc1nc2ccccc2[nH]1	-0.1	5	3	-1%	-14	-0.6%	2	-10	-25
O=C(Cc1ccc(Cl)cc1Cl)OCC(=O)N1CCN(C(=O)c2ccco2)CC1	-0.5	13	11	-7%	-2	-0.9%	-5	1	9
O=C(NS(=O)(=O)Oc1ccccc1F)OC[C@@H]1CCCN2CCCCC12 (some centres undefined)	1.1	13	3	1%	7	0.9%	.	-4	-4
COc1ccc(C2=NN(C(=S)Nc3ccccc3)C(c3ccccc3)C2)cc1 (centres undefined)	0.2	-21	3	148%[activator]	-8	-0.2%	-2	1	4
O=C(NCC(=O)N1CCN(c2ccccc2F)CC1)c1cccs1	0.6	3	1	-6%	-3	-0.6%	-4	0	7
COc1cc(C(=O)Nc2ccc(NC(=O)C(C)C)nc2)cc(OC)c1OC	0.8	1	2	2%	6	0.3%	0	2	2
COc1ccc(-c2cc(=O)oc3cc(OC(C)C(=O)NCc4ccccn4)ccc23)cc1 (centres undefined)	0.3	.	1	-19%	5	0.8%	-2	3	6
COc1ccc(NC(=O)c2cc(S(=O)(=O)N3CCCCC3)ccc2N2CCCCC2)cn1	0.0	-5	4	-10%	-1	-0.5%	-5	-4	15

Four of these compounds in another layout:
Every second line gives: TRHR ag, RXFP1 antag, D1 ag, Anesthetic bind, D1 antag, RXFP1 ag, D1 potentiator, TRHR PAM, D2 potentiator
CCC(C)NC(=O)Cn1nc(Cc2ccncc2)c2ccccc2c1=O (centres undefined)
  1.3, -7, 0, 11%, 5, 1.5%, 1, 9, 13
Cc1ccccc1-n1ncc(C(C)NS(=O)(=O)c2sccc2C)c1C (centres undefined)
  0.0, -12, 8, -10%, -8, -1.6%, 3, -1, -2
CCN(CC)S(=O)(=O)c1cccc(NC(=O)CNc2cccc(S(=O)(=O)N3CCOCC3)c2)c1
  0.2, -8, 2, ., -13, -0.3%, -4, 4, -4
COc1ccc2nc(NC(=O)CSc3nnc4n3C(C)(C)Cc3ccccc3-4)sc2c1
  0.7, -10, 2, -9%, -20, 2.7%, -4, -2, -8

Going on with the list:
SMILES	TRHR ag	RXFP1 antag	D1 ag	Anesthetic bind	D1 antag	RXFP1 ag	D1 potentiator	TRHR PAM	D2 potentiator
COc1cc(NS(=O)(=O)c2ccc(OC)c(OC)c2)cc(OC)c1	-0.2	0	3	-12%	2	2.0%	0	0	-7
COc1cccc(C2=CC(c3ccccc3F)n3c(nc4ccccc43)N2)c1 (centres undefined)	1.9	-11	4	-11%	-5	3.1%	-1	-12	.
CCc1nnc(NC(=O)Cc2sc(C)nc2-c2ccc(C)cc2)s1	-0.6	-3	-1	-8%	-8	0.4%	-2	3	.
COc1cccc(CN2CCc3nc(Nc4ccc5c(c4)OCCO5)ncc3C2)c1OC	-0.1	-8	0	10%	17	-0.1%	1	-3	7
Cc1ccc(NC(=O)CN2CCN(Cc3ccccc3)CC2)c(Br)c1	-0.8	-11	7	-20%	-21	-0.3%	-6	-12	1
COC(=O)c1sccc1NC(=O)Nc1ccccc1Cl	-0.7	1	2	-6%	6	0.3%	5	10	.
Cc1ccccc1N(CC(N)=O)S(C)(=O)=O	0.4	-13	2	2%	17	0.2%	3	-1	4
CC(C)(C)OC(=O)CNC(=O)c1[nH]cnc1C(=O)NCC(=O)OCc1ccccc1	-0.5	.	-1	?	10	-1.5%	-6	1	2
CC(C)(C)OC(=O)NCc1ccc(CNC(=O)c2[nH]cnc2C(=O)N[C@@H](Cc2ccccc2)C(=O)OCc2ccccc2)cc1	2.0	.	9	-12%	-7	-1.8%	1	-2	0
CCN(CC(=O)Nc1ccc(S(N)(=O)=O)cc1)S(=O)(=O)c1cc(C)ccc1OC	1.0	-1	3	-6%	-13	1.0%	-4	10	1
O=C(Nc1c2c(nn1-c1ccc(Cl)cc1)CS(=O)(=O)C2)c1ccc2c(c1)OCO2	0.2	12	2	-14%	-17	0.1%	2	-1	0
COc1ccc(Oc2nnc(-c3ccc(C)cc3)c3ccccc23)cc1	0.7	0	1	-11%	4	-1.2%	1	11	.
O=C(CSc1cn(CCNC(=O)c2cccs2)c2ccccc12)NC1CCCCC1	-0.6	-1	-3	-11%	-14	1.2%	-2	-19	-9
CC(C)CN(CC(C)C)C(=O)C12CCC(C)(C(=O)C1)C2(C)C (centres undefined)	-0.3	-13	-3	4%	32	-0.2%	-3	-3	8
CC1CCN(C(=O)CCC(=O)Nc2nnc(C3CCCCC3)s2)CC1	-0.2	-33	5	-11%	-11	0.2%	0	10	0
CN(C)S(=O)(=O)c1cccc(NC(=O)Cc2ccc(Cl)cc2)c1	0.3	-6	21	6%	-32*	-0.4%	-6	-3	-17
CCOC(=O)C1CCN(C(c2ccc(C)cc2)c2c(O)cc(C)n(CCOC)c2=O)CC1 (centres undefined)	0.0	-6	2	-3%	0	5.6%	-2	-4	-9
O=C(NCC1CCCN(Cc2ccccc2F)C1)c1cccc(C(F)(F)F)c1 (centres undefined)	0.2	0	4	-21%	6	1.3%	-2	-4	-15
Cn1ccnc1SCC(=O)Nc1ccc2c(c1)OC(F)(F)O2	0.0	.	0	-6%	-2	4.9%	4	-3	-8
CCSc1ncccc1-c1nc2ccccc2[nH]1	0.0	2	2	-6%	4	2.6%	-1	-3	-7
CCOC(=O)CN1CC23C=CC(O2)C(C(=O)N2CCN(c4ccc(F)cc4)CC2)C3C1=O (centres undefined)	-0.1	10	1	-8%	-1	6.5%	-3	-3	-10
Cc1ccc(S(=O)(=O)NCCC(=O)OCC(=O)N(Cc2ccccc2)C(C)(C)C)cc1C	-0.6	4	4	.	3	1.4%	4	-11	0
CCOC(=O)Cn1cnc2c(cnn2-c2ccc(Cl)cc2)c1=O	-0.4	-10	15	0%	-49*	1.8%	-11	13	3
CC(Cc1cccs1)NC(=O)CCCn1nnnc1CN1CCOCC1 (centres undefined)	-0.9	-4	1	-1%	-4	0.8%	-9	10	15
CCn1c(SCC(=O)N/N=C/C=C\c2ccccc2[N+](=O)[O-])nnc1-c1ccccc1	-0.6	25	-1	?	-57*	2.0%	-1	-6	12
CCc1ccc(C(C)NC(=S)NC2CCCCC2)cc1 (centres undefined)	1.2	-17	23	-15%	-16	-2.3%	-2	-5	11
COc1cc(OC)c(C2CC(=O)N3CN(C)CSC3=C2C#N)cc1OC (centres undefined)	0.4	4	2	-11%	-38*	3.3%	-7	1	-5
O=c1[nH]c(CN2CCN(c3ccccc3Cl)CC2)nc2ccsc12	0.4	5	3	-17%	11	13%	-7	7	-1
CCOc1ccccc1CNC(=O)CNC(=O)c1cccs1	0.1	-2	1	-3%	-3	-1.2%	-6	3	15
O=C(CCCn1cnc2ccccc2c1=O)Nc1ccccc1F	1.2	7	3	5%	-2	0.0%	-1	7	-2
COCCNC(=O)Cc1ccc(F)cc1	0.5	8	4	-6%	13	0.6%	-1	18	2
CC(C)(C)c1nnc(NC(=O)CCS(=O)(=O)Cc2ccccc2)s1	-0.2	-3	2	-1%	7	0.9%	0	3	4
COc1ccc(NC(=O)COC(=O)CC2CCCC2)cc1Cl	-0.6	-15	1	.	-8	1.6%	-2	-3	-7
Cc1ccc(NC(=O)CN(C)C(=O)CCC(=O)N2CCOCC2)cc1	-0.3	-15	1	.	11	1.8%	-2	4	-2
CCOc1ccc(/C=C/C(=O)c2ccc(-c3ccccc3)cc2)cc1	-1.4	-7	23	2%	1	0.8%	-8	6	11
Cc1ccc(NC(=O)CN(C)C(=O)Cn2ccsc2=N)cc1	0.3	0	3	3%	-2	-2.4%	-1	-6	-9
O=C(Nc1c(C(=O)N2CCN(c3ccccc3F)CC2)oc2ccccc12)c1ccco1	0.5	-26	8	-2%	-16	-0.2%	0	-33	-9
CC(C)c1cc(N2CCC(=O)NC2=O)cc(C(=O)O)c1O	-0.1	19	5	-6%	-3	2.5%	-3	0	-2
CCN(CC)CCNC(=O)Cn1nc(Cc2cccnc2)c2ccccc2c1=O	0.8	-1	2	-3%	8	1.0%	-2	-1	-9
COc1ccc(S(=O)(=O)NCC(c2cccnc2)N2CCN(C)CC2)cc1OC (centres undefined)	0.6	-2	10	-10%	21	0.3%	-2	17	-5
CC(=O)Nc1sc(NC(=O)c2ccc([N+](=O)[O-])cc2)nc1-c1cccs1	0.4	4	2	12%	2	-1.7%	0	-4	-2
CCC(=O)Nc1ccc(-c2nc3ccccc3c(=O)o2)cc1	0.7	-7	0	-4%	15	6.8%	-5	2	6
CCOC(=O)CN(C(=O)CSc1nnc(-c2ccc(OC)c(OC)c2)o1)c1ccc(F)cc1	-0.5	5	2	-7%	0	-0.4%	-3	-6	-8
COCc1cc(=O)[nH]c(Nc2nc(C)c3ccccc3n2)n1	0.0	20	0	-12%	10	7.3%	0	0	-7
C=CCn1c(=N)c(S(=O)(=O)c2ccc(C)c(C)c2)cc2c(=O)n3ccccc3nc21	2.8	6	6	-16%	13	2.3%	-8	-3	3
Cc1occc1C(=O)NNC(=O)C1CC1	0.2	.	1	-3%	5	2.2%	-2	2	-3
CCC12CC3CC(C1)CC(C(=O)O)(C3)C2	0.1	1	3	-20%	-6	-0.2%	-5	-6	9
Cc1cccc(CCNC(=O)c2cc(S(=O)(=O)N3CCOCC3)cn2C)c1	-0.2	-16	3	-22%	0	0.9%	-8	6	-1

Screening results (PubChem)

Not all compounds are listed; rates above refer to the full screens.
